High-throughput results as filed in PubChem.
GSIS activator: primary screen for activators of insulin secretion dependent on glucose, INS-1E cells, GLuc reporter luminescence. INS-1E GLuc reporter insulin secretion, 2-3 h. activation, % at 16.6 µM. 0.61% of 370,000 active. AID 743287;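 active = lowest replicate activation of at least 40%, so every replicate reaches that level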;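 also: 0% = median of neutral control wells and 100% = median of IBMX positive control wells; some compounds called inactive have numbers as strong as hits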
PglD DTNB: blocks C. jejuni PglD acetyltransferase activity; purified PglD enzyme, DTNB colorimetric CoA detection; inhibition, % at 12.5 µM; 0.098% of 360,000 active; in the data active = inhibition above about 16%, passing the limit was not always enough; also: strong numbers were not always called active
FN deposit inh: fibronectin deposition inhibition; 0.086% of 350,000 active; AID 743247; inhibition, % at 12.6 µM; AH1F fibroblasts, Alexa488-fibronectin deposition fluorescence, overnight;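 active = mean inhibition across replicates of 30% or more, regardless of how many single replicates reach that level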;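 also: positive control wells lacked labelled fibronectin entirely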
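Test system: AH1F fibroblast monolayer depositing Alexa488-labelled fibronectin into matrix. Input: 10000 cells per well. Technique: fluorescence, ex 485 nm, em 525 nm. Buffer or medium: DMEM plus 2% serum, read in PBS. Timing: 1 h cell adhesion before compound, then overnight fibronectin incubation. Compound: single dose, pinned. Read-out basis: inhibition from reduced deposited-fibronectin fluorescence.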
miR-122 sensor: blocks miR-122 activity in Huh7 sensor cells | Huh7 miR-122 Renilla luciferase sensor, 48 h; neutral wells = 0, positive control = 100 | activation (reporter increase), % at 12.5 µM | AID 602342 | 0.3% of 340,000 active;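 active = mean replicate activation score at least 90 and every replicate individually at or above 90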;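 also: higher luciferase means less miR-122 activity so hits act as miR-122 inhibitors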
Cneo AK release: causes C. neoformans cell lysis. adenylate kinase release luminescence, 4 h; normalised: neutral wells 0, clomiphene wells 100. lysis activity, % at 15 µM. 0.2% of 360,000 active. AID 651654;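 active = mean lysis activity across replicates of at least 80%, whatever share of replicates individually reach that level; inactive = mean lysis activity below 80%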
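Material – log-phase Cryptococcus neoformans yeast cells · Input – 5 × 10^6 yeast cells/mL · Medium – fresh YPD growth medium · Doses – single compound concentration per well · Timing – static 4 h at 37 °C with compound, 1 h detection · Detection – adenylate kinase release luminescence · Read-out – signal increase indicating cell lysis · Control set – Clomiphene as positive lysis control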
CFTR F508del cor: CFTR F508del correction in bronchial cells. activity (quench increase), % at 7.58 µM. 0.36% of 350,000 active. AID 720511. CFBE cells, YFP halide quenching; stimulated with forskolin plus potentiator P3; % fluorescence drop versus neutral controls;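 active = mean added fluorescence quench of at least 8% versus neutral control, with both replicates also reaching 8%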;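 also: cells transiently co-express mutant CFTR-F508del with the halide-sensitive YFP; corrector assay measuring rescue of mutant channel to the surface after 24 h compound exposure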
Statin myotox sup: suppressors of simvastatin-induced myotoxicity in C2C12 myotubes; ATP luminescence, 48 h; scaled: DMSO 0, geranylgeraniol control 100; rescue of ATP level, % at 7.49 µM; 0.78% of 330,000 active;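 active = mean ATP rescue above about 67%, or every replicate alone reaching that limit, limit read from the data, passing the limit was not always enough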;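 also: myotubes were challenged with 10 µM simvastatin during compound exposure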
PGC1a acetyl inh: PGC1a acetylation modulation, inhibitor mode; AID 651687; 0.17% of 350,000 active; U2OS PGC1a acetylation, AlphaScreen anti-acetyl-lysine; with virally co-expressed GCN5 acetyltransferase; inhibition, % at 15.6 µM;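 active = every replicate shows inhibition of at least 40%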;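 also: 0% = neutral control wells and 100% = positive control wells; some results beyond the cut were filed as inactive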
* marks the source's active call; other numbers are inactive results; / = not tested or not shown; [ ] = another dose, or the depositor's remark.

Values run as follows: PglD DTNB	FN deposit inh	miR-122 sensor	GSIS activator	Cneo AK release	PGC1a acetyl inh	CFTR F508del cor	Statin myotox sup
Cc1c(/C=C/C(=O)c2ccc(Cl)s2)cnn1C
 : 0.1	-4.2	-2.0	/	-5.0	0.7	/	-0.7
COCCn1nnnc1C(c1ccc(OC)cc1)N1CCN(C(=O)c2ccco2)CC1 (stereo not drawn)
 : -1.4	6.8	-1.0	-3.5	2.2	/	-0.2	3.5
COc1ccc(S(=O)(=O)N2CCOCC2)cc1NC(=O)Cc1coc2cc(C)c(C)cc12
 : -1.0	-11.0	/	9.3	-0.4	/	-1.0	/
COc1ccc(-c2ccc(C(=O)Nc3ccc(OC)nc3)c3occc23)c(C)c1
 : -3.4	1.3	-6.7	-2.9	-1.2	-6.1	0.7	0.7
CO[C@H]1CN(C)C(=O)c2ccc(NS(C)(=O)=O)cc2OC[C@H](C)N(CC2CCCCC2)C[C@H]1C
 : 6.3	-26.2	/	-3.2	-2.9	-5.0	-0.4	3.3
Cc1ccc(C)c(OCC(=O)NCC(C)(C)N2CCOCC2)c1
 : -4.3	3.4	-11.3	-3.1	-1.3	-1.2	-3.9	-1.9
Nn1c(COc2cccc(Cl)c2)nc2ccccc2c1=O
 : /	5.4	11.6	10.4	/	/	/	-8.4
COc1ccc(C2C(C#N)=C(N)Oc3c2c(C)nn3-c2ccccc2)cc1Cn1nc(C)c([N+](=O)[O-])c1C (stereo not drawn)
 : 3.3	/	-0.8	/	5.7	-15.9	/	-5.6
Cc1ccc(S(=O)(=O)n2cnc3ccccc32)c(C)c1
 : -0.8	-5.7	29.7	/	-0.9	-1.9	/	1.9
Cc1cc(C(=O)Nc2cccc3c2O[C@@H](CN(C)Cc2ccc(C(=O)Nc4ccccc4N)cc2)[C@H](C)CN([C@H](C)CO)C3=O)n(C)n1
 : 1.6	-6.3	-23.2[16.7 µM]	8.5	-5.9	-1.0	1.4	-39.5
O=C(NCCN1CCCCCC1)c1ccc(N2CCCC2=O)cc1
 : 1.3	/	-4.0	/	3.8	2.0	/	4.6
Cc1ccc(S(=O)(=O)Nc2ccc3c(c2)C(=O)N([C@@H](C)CO)C[C@@H](C)[C@@H](CN(C)Cc2ccc(C(F)(F)F)cc2)OCCCC[C@H](C)O3)cc1
 : -0.3	-1.8	-2.8[16.7 µM]	1.5	54.3	-3.7	2.1	/
O=C(O)C1CC=CCC1C(=O)Nc1ccccc1C(=O)N1CCN(c2ccc(F)cc2)CC1 (stereo not drawn)
 : -3.4	3.7	-2.1	/	1.1	-10.4	/	/
COc1ccc(NC(=O)c2cc(S(=O)(=O)N3CCCCC3)c[nH]2)c(OC)c1
 : -1.3	3.5	-6.6	-20.9	0.4	-1.7	1.9	-3.9
Cc1noc(C)c1NC(=O)Nc1ccc2c(c1)C(=O)N([C@@H](C)CO)C[C@@H](C)[C@H](CN(C)C)O2
 : 4.2	/	-1.8[16.7 µM]	11.9	-2.6	0.8	-1.1	-3.9
CC(C)Cc1ccc(C2=CSC3=NCCN23)cc1
 : -0.3	-3.7	5.6	-7.0	4.9	1.4	1.4	-3.2
Cc1ccc(S(=O)(=O)N2CCCC(C(=O)NNCC(=O)Nc3cc(F)ccc3F)C2)cc1 (stereo not drawn)
 : /	-5.8	/	14.8	/	-2.7	0.3	/
CCOc1ccc(/C=N/NC(=S)NC2CC3CC2C2C=CCC32)cc1 (stereo not drawn)
 : 7.8	-2.2	24.6	-5.5	2.2	11.5	2.9	/
Cc1c(C(=O)O)oc2ccc(S(=O)(=O)NCc3ccccc3)cc12
 : 6.0	-13.5	0.2	5.2	0.7	0.5	/	21.1
CCNC(=O)Nc1ccc2c(c1)C(=O)N(C)[C@@H]1CC[C@@H](CC(=O)N[C@H](C)c3ccccc3)O[C@H]1CO2
 : -1.2	-0.5	/	0.0	0.7	/	/	-2.2

More records:
Values run as follows: PglD DTNB	FN deposit inh	miR-122 sensor	GSIS activator	Cneo AK release	PGC1a acetyl inh	CFTR F508del cor	Statin myotox sup
COc1ccccc1NC(=S)N1CCN(c2ccc(F)cc2)CC1
 : -5.0	0.3	-0.7	0.9	-0.1	-1.8	-0.2	3.7
CCC(=O)N1CC[C@@H]2[C@H]1c1cc(-c3ccccc3F)ccc1N(C)[C@@H]2CO
 : 2.0	2.5	1.7[16.7 µM]	30.5	2.7	1.7	-3.9	13.4
O=C(CSc1n[nH]c(-c2ccccn2)n1)Nc1ccccc1
 : -1.3	7.8	6.8	5.2	-1.6	/	1.1	8.7
CN(CC(=O)Nc1c(Cl)cccc1Cl)C(=O)C1CC(=O)N(Cc2ccccc2)C1 (stereo not drawn)
 : 0.5	-5.2	-5.8	-5.8	-0.7	-7.8	-2.3	2.0
Cc1cc(C(=O)N(C)CC(=O)Nc2ccc(F)c(F)c2F)no1
 : -1.7	/	-0.6	-8.8	2.7	/	1.0	-4.0
C/C(=C/C#N)Nc1ccc(C)cc1
 : /	2.7	/	12.5	/	-4.7	-1.2	/
COCCNC(=O)C(=O)NNS(=O)(=O)c1ccc(Cl)cc1
 : -1.0	/	-7.0	3.2	-1.3	32.7	-3.0	12.2
COc1cccc(N/C(SCc2ccccc2C)=C(/C#N)C(=O)NCc2cccs2)c1
 : 4.9	/	11.2	4.6	-2.6	13.1	/	-5.9
CCC(=O)Nc1ccc(C(=O)NNC(=O)c2cc([N+](=O)[O-])cc([N+](=O)[O-])c2)cc1
 : -3.3	5.0	-12.4	0.7	1.2	/	3.5	-0.5
Cc1c[n+](CC(=O)c2ccccc2)cs1
 : 10.1	-7.6	/	-2.5	-0.6	/	3.6	2.8
CCOC(=O)N1CCN(C(=O)c2c(-c3ccccc3)noc2C)CC1
 : 2.5	0.3	-0.4	1.9	-2.0	3.6	-0.2	7.5
COc1ccc(CCNC(=O)CS(=O)(=O)Cc2nc(-c3ccccc3Cl)oc2C)cc1OC
 : -4.2	7.8	-4.7	-0.7	-0.9	-16.5	-1.4	7.3
COc1ccc(Oc2coc3c(CN(C)C)c(O)ccc3c2=O)cc1
 : 8.2	4.7	-1.8	/	-6.9	-4.4	/	117.7*
Cc1nn(Cc2nnc(SCC(=O)Nc3ccc(Cl)cc3)n2C)c(C)c1[N+](=O)[O-]
 : -5.5	0.6	-5.7	-19.6	-1.7	2.0	-0.3	/
CO[C@@H]1CN(C)C(=O)c2ccc(NC(=O)c3ccc(F)cc3)cc2OC[C@@H](C)N(C(=O)CN(C)C)C[C@H]1C
 : /	-2.1	15.3[16.7 µM]	2.2	/	-29.8	-3.1	-4.1
O=C(CC1NCCNC1=O)Nc1cc(Cl)cc(Cl)c1 (stereo not drawn)
 : -2.5	-4.0	-20.8	/	-0.8	/	1.5	-2.7
COc1ccc(CC(=O)N(C)Cc2ccc(C(C)(C)C)cc2)cc1S(=O)(=O)N1CCOCC1
 : -4.4	7.2	2.4	-47.3	-0.3	/	-1.9	-14.8
CCC(=O)c1ccc(OCC(=O)N(C)CC(=O)Nc2cccc(F)c2)cc1
 : 8.6	-3.9	4.2	-7.0	1.7	/	0.4	6.6
CCOCCCNC(=O)c1cccc(OC2CCN(S(C)(=O)=O)CC2)c1
 : -6.3	-6.8	/	-3.9	-1.0	/	0.4	26.9
O=C(NCc1ccco1)c1cccc(-c2ccc3nncn3c2)c1
 : 5.4	-8.9	-3.5	9.8	0.5	/	0.6	-2.8

Continued:
Values run as follows: PglD DTNB	FN deposit inh	miR-122 sensor	GSIS activator	Cneo AK release	PGC1a acetyl inh	CFTR F508del cor	Statin myotox sup
Cc1ccc(C2(C)NC(=O)N(CC(=O)N3CCN(S(=O)(=O)c4cccs4)CC3)C2=O)cc1 (stereo not drawn)
 : 3.3	/	1.3	-2.0	-3.5	/	-0.2	2.6
Cc1nn(Cc2ccccc2)c(C)c1NS(=O)(=O)c1ccccc1
 : 4.4	2.4	-5.1	-8.1	1.1	-5.7	-0.2	/
COc1ccc(-c2csc(C3=C(O)CN(CCCN4CCCC4=O)C3=N)n2)cc1OC
 : -4.3	11.0	-7.2	20.8	-2.5	0.6	2.2	-2.4
COc1cc(OC)c(C(=O)Oc2ccc3c(c2)OCO3)cc1OC
 : 5.3	/	10.3	33.3	-2.0	5.2	/	5.3
CCOC(=O)c1c(NC(=O)CCS(=O)(=O)c2ccccc2)sc2c1CC(C)(C)NC2(C)C
 : -3.1	1.9	/	4.7	-6.5	/	0.8	2.0
O=C(C[C@@H]1C[C@@H]2c3cc(NC(=O)Nc4ccc(F)cc4)ccc3O[C@@H]2[C@H](CO)O1)NCC1CC1
 : 3.3	-16.7	2.1[16.7 µM]	1.0	1.9	4.2	2.2	5.5
C=CCn1c(-c2ccccc2)nc(=S)c2c1CCCC2
 : -4.4	-3.8	-2.4	-29.9	7.7	-24.6	-0.1	-3.5
Cc1c(Cl)cccc1NC(=O)CCC(=O)NNC(=O)c1ccccc1
 : -3.0	-1.0	-0.9	14.1	/	-1.9	/	/
O=C(NCC1CC1)[C@H]1[C@H](CO)[C@H]2Cn3c(ccc(-c4ccncc4)c3=O)[C@H]2N1Cc1cocn1
 : -4.4	/	1.3[16.7 µM]	9.4	-2.3	1.2	-3.1	-2.5
CCOc1ccccc1NC(=O)CN1c2cccc3cccc(c23)S1(=O)=O
 : -0.3	-8.8	/	4.2	1.7	-1.1	2.9	12.3
CCN1CCN(CC(=O)Nc2cc(C)on2)CC1
 : /	-8.1	/	-2.1	/	-6.2	-3.0	/
COC(=O)CNc1nc(-c2cccnc2)nc2ccccc12
 : 2.2	3.5	1.7	/	1.4	-13.8	/	-1.8
COc1cc(=O)[nH]c(SCC(=O)Nc2nc3c(s2)CCCC3)n1
 : /	-10.8	-16.5	3.8	/	/	0.8	-1.9
CCCCCCN1C[C@H](O)[C@@H](n2cc(COC(=O)c3ccccc3)nn2)C[C@@H]1c1ccc(Cl)cc1
 : -3.1	9.7	1.3	2.3	1.8	4.0	0.9	5.7
CCC(=O)N1CCN(c2ccc(NC(=O)c3cccs3)cc2)CC1
 : 2.0	/	-5.6	/	-0.3	/	/	-2.9
CNC(=S)NCCCc1ccccc1
 : /	-9.1	-1.8	-37.4	/	/	-0.4	-7.0
Cc1ccc(CCNC(=O)Cn2ncc3c([nH]c4ccccc43)c2=O)cc1
 : -3.7	5.7	-4.2	-7.7	0.2	-4.3	1.2	2.3

3 structures out of the list, sorted by length of the SMILES, smallest number first.
Values run as follows: PglD DTNB	FN deposit inh	miR-122 sensor	GSIS activator	Cneo AK release	PGC1a acetyl inh	CFTR F508del cor	Statin myotox sup
Cc1nn(Cc2ccccc2)c(C)c1NS(=O)(=O)c1ccccc1
 : 4.4	2.4	-5.1	-8.1	1.1	-5.7	-0.2	/
CCOC(=O)c1c(NC(=O)CCS(=O)(=O)c2ccccc2)sc2c1CC(C)(C)NC2(C)C
 : -3.1	1.9	/	4.7	-6.5	/	0.8	2.0
CCCCCCN1C[C@H](O)[C@@H](n2cc(COC(=O)c3ccccc3)nn2)C[C@@H]1c1ccc(Cl)cc1
 : -3.1	9.7	1.3	2.3	1.8	4.0	0.9	5.7
